Vif-A3G inh: Vif-A3G binding inhibition | Q9HC16 | HeLa A3G-eYFP + Vif (tagged APOBEC3G with the HIV-1 protein that degrades it), YFP fluorescence, overnight | Potency, µM (top dose mostly 46.1 µM), for the others: top-dose activity, negative = active, usual class: inhibitors | hit rate 0.076% among 410,000 | AID 602310;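 further: on the % scale 0 is the no-effect control and ±100 the full control effect; nearly all actives have a fitted effect of over 60% in size; hits raise eYFP signal because A3G escapes Vif-driven loss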
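Read-out is eYFP fluorescence (Ex 488/Em 500-530) from Vif-expressing HeLa A3G-eYFP cells; more signal means A3G escaped Vif-mediated degradation. Cells plated overnight, compound pinned in, incubated overnight at 37 deg C.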
USP1 inh: inhibitors of human USP1/UAF1 deubiquitinase; O94782; recombinant USP1/UAF1, Ub-Rhodamine cleavage fluorescence; Potency, µM (top dose mostly 57.1 µM), for inactives: top-dose activity change, negative = inhibition, most hits filed as inhibitors; hit rate 0.23% among 390,000; further: on the % scale 0 is the no-effect control and ±100 the full control effect; nearly all actives have a fitted effect of over 60% in size; inactives centre near -12
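High-throughput fluorogenic screen: 1nM USP1/UAF1 complex, Ub-Rho substrate 150nM final, 50mM HEPES pH 7.8 with 0.5mM EDTA, 0.1 mg/ml BSA, 1mM TCEP and 0.01% Tween-20.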
RXFP1 ag: activates the human relaxin receptor RXFP1; HEK293T-RXFP1 cAMP TR-FRET, 30 min; response scale: percent of porcine relaxin response, buffer zero; Potency, µM (series often up to 57.5 µM), for the others: at the highest dose activation, usual class: activators; hit rate 0.3% among 370,000; AID 2676; further: on the % scale 0 is the no-effect control and ±100 the full control effect; nearly all actives have a fitted effect of over 60% in size; many of its hits are not listed in these tables
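Agonist response is measured as cAMP accumulation in an RXFP1-transfected HEK293T line under PDE4 inhibition. Values are scaled between buffer-only and 29 nM porcine relaxin, and EC50s come from standard Hill equation fits.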
RGS4 inh: blocks human RGS4-accelerated GTP hydrolysis; Transcreener GDP fluorescence polarization, RGS4-accelerated GTP hydrolysis; Potency, µM (series often up to 114 µM), for inactives: at the top dose activity change, negative = inhibition, hits mostly inhibitors; hit rate 0.039% among 390,000; further: on the % scale 0 is the no-effect control and ±100 the full control effect; nearly all actives have a fitted effect of over 75% in size; some results filed as inactive show a strong effect at the top dose
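MLSMR compounds (23 nl, pin-transferred) preincubated 10 min at room temperature with a 500nM (2x) first reagent, then RGS4 at 900nM (2x) plus Transcreener GDP mix added; fluorescence polarization (620/688 nm) read before and after 90 min at 30 °C.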
Vif-A3F inh: blocks the Vif interaction with APOBEC3F. HeLa A3F-eYFP + Vif (tagged APOBEC3F with the HIV-1 protein that degrades it), YFP fluorescence increase. Potency, µM (doses to about 46.1 µM), for the others: at the highest dose activity, negative = active. AID 602313. hit rate 0.2% among 390,000; further: % of control where 0% means no effect; nearly all actives have a fitted effect of over 65% in size
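HeLa cells stably expressing Vif plus C-terminally eYFP-tagged A3F were seeded, incubated overnight at 37 deg C, dosed with compound, incubated overnight again at 37 deg C. Yellow fluorescence (Ex 488/Em 500-530) reported blocked Vif-mediated A3F-eYFP degradation.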
TrxR1 substrate: rat thioredoxin reductase 1 substrate activity; purified TrxR1 substrate turnover, NADPH consumption readout; Potency, µM (series often up to 114 µM), for inactives: at the top dose activity change, negative = substrate turnover; hit rate 0.01% among 390,000; further: on the % scale 0 is the no-effect control and ±100 the full control effect; nearly all actives have a fitted effect of over 50% in size
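Rat TrxR1, dispensed at 90 nM, was prereduced with 400 uM NADPH (final) for 5 min at ~22 deg C, then incubated with compound 15 min before 400 uM selenite. A first-read NADPH fluorescence drop versus no-compound background flagged substrates.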
12-LOX inh: inhibitors of human 12S-lipoxygenase ALOX12; P18054; purified 12hLO, xylenol orange hydroperoxide absorbance; Potency, µM (top dose mostly 108 µM), for inactives: top-dose activity change, negative = inhibition, most hits filed as inhibitors; hit rate 1.1% among 580,000; further: on the % scale 0 is the no-effect control and ±100 the full control effect
Target sequence (P18054 whole entry, looked up): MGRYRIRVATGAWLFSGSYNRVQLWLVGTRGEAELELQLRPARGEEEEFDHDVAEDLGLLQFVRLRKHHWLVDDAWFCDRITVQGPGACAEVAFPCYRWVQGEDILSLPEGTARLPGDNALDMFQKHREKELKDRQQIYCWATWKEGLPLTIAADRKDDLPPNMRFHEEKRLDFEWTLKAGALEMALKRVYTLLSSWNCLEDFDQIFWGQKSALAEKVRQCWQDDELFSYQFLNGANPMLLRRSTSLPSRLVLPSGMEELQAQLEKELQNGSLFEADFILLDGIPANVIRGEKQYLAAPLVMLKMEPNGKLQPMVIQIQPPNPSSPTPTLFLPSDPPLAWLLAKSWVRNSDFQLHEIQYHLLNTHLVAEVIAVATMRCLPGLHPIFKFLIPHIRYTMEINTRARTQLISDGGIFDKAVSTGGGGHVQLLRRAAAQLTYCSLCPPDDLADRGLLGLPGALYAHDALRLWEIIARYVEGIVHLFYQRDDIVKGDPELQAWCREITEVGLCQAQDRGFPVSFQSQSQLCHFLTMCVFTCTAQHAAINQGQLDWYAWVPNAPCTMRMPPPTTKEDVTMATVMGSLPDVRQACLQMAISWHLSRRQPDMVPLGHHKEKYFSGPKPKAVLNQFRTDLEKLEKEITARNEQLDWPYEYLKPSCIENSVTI
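Purified human 12hLO at 150 nM in 25 mM Hepes, 0.01% Triton X-100, pH 7.0, preincubated 15 min at room temperature with compound. Reaction started with 40 uM arachidonic acid, 30 min at room temperature. Hydroperoxide measured by Fe-xylenol orange, 573/405 nm absorbance ratio.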
IDH1 R132H inh: human IDH1 R132H inhibition; O75874; IDH1-R132H enzyme, NADPH consumption, diaphorase/resazurin fluorescence; Potency, µM (top dose mostly 76.6 µM), for the others: at the top dose activity change, negative = inhibition, hits mostly inhibitors; hit rate 0.093% among 390,000; AID 602179; further: on the % scale 0 is the no-effect control and ±100 the full control effect; nearly all actives have a fitted effect of over 65% in size
Target sequence (O75874 whole entry R132H, stated change not applied): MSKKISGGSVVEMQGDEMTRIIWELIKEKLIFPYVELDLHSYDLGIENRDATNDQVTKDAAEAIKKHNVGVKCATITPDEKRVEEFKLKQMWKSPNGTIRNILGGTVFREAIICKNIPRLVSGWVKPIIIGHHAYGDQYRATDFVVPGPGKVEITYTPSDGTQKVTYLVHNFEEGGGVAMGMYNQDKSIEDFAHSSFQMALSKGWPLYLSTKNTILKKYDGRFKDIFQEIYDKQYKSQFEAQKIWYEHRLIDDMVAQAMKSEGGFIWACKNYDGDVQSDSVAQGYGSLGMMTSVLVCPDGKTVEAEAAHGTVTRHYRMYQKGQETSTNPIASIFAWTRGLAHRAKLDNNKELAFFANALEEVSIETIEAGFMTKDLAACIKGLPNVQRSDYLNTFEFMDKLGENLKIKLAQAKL
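IDH1-R132H (0.5 ug/mL dispensed) in pH 7.5 Tris buffer was preincubated 30 min with compound, then given a substrate mix of 0.016 mM NADPH and 2 mM alpha-KG for 80 min at room temperature; remaining NADPH was read by diaphorase/resazurin fluorescence.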
rTrxR1 inhibitor: rat TrxR1 inhibition; hit rate 1% among 390,000; Potency, µM (highest dose often 114 µM), without a hit: top-dose activity change, negative = inhibition, hits mostly inhibitors; recombinant rTrxR1, NADPH fluorescence consumption, selenite substrate; further: on the % scale 0 is the no-effect control and ±100 the full control effect; nearly all actives have a fitted effect of over 65% in size
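Rat TrxR1 (90 nM in the dispensed reagent) was pre-reduced with 400 uM NADPH for 5 min at room temperature, then incubated with compound for 15 min. After 400 uM selenite was added, NADPH fluorescence (Ex 340/Em 450 nm) was followed for 8 min.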
Active calls of the source: *; ? = inconclusive; . = no result given; & = joins results of further samples; [ ] = another dose, or the depositor's remark. The call rests on the fitted dose curve; in most records, active means well fitted curve in the direction sought with a large enough effect; inconclusive means small, poorly fitted or top-dose-only effect, or another doubt; inactive means no such curve, though single readings can be large; an effect the other way counts as inactive or inconclusive. Potency means the concentration at half of the fitted maximal effect.

SMILES	Vif-A3G inh	USP1 inh	RXFP1 ag	RGS4 inh	Vif-A3F inh	TrxR1 substrate	12-LOX inh	IDH1 R132H inh	rTrxR1 inhibitor
COc1ccc(CNC(=O)c2cc(C)nc3c2c(C)nn3-c2cccc(Cl)c2C)cc1	-0.6%	-28.8%	0.5%	-8.4%	-3.1%	41.7%[activator]	?	-8.5%	44.0%[activator]
Cc1c(-c2ccc(F)cc2)nc(N)c(C#N)c1-c1ccco1	-8.4%	-17.6%	6.6%	-31.5%	-12.2%	12.3%	-43.8%	4.7%	?
COc1ccc(NC(=S)N(CCO)Cc2cc3c(C)cc(C)cc3[nH]c2=O)cc1	-16.2%	-24.2%	0.0%	-33.1%	7.7%	1.7%	8.8%	-5.0%	6.9%
CCOCCCNC(=O)c1cc2cc3cc(OC)ccc3nc2o1	-0.1%	-0.9%	10.0%	-2.7%	-3.9%	194.0%[activator]	-1.3%	6.1%	-11.6%
CSc1ccccc1OCc1cc(C(=O)NC2CCOC(C)(C)C2)no1 (configuration not stated)	1.2%	-9.7%	0.6%	14.5%	2.5%	-12.2%	?	11.4%	-14.8%
Cc1ccc2c(c1)C=CC(C)(C)S2=O (configuration not stated)	1.0%	-10.2%	-0.4%	12.8%	?	-9.8%	-21.9%	0.5%	-1.6%
Nc1nnnn1/N=C/c1cc(Br)ccc1O	0.7%	-1.9%	.	7.7%	-5.4%	-5.6%	221.3%[activator]	8.3%	30.4%[57.1 µM]
Cc1ccc(S(=O)(=O)c2nc(S(C)(=O)=O)sc2N2CCC(C(N)=O)CC2)cc1	1.0%	-25.4%	5.0%	-25.1%	0.4%	-4.0%	0.0%	-9.0%	-4.0%
CC(C)c1ccc(Nc2nc(NCc3ccco3)nc(N3CCOCC3)n2)cc1	-15.9%	-29.7%	2.4%	-30.5%	-1.6%	4.6%[57.1 µM]	?	-0.6%	10.4%[57.1 µM]
CC1CC(C)(C)CC2(C1)NC(=O)N(CC(=O)NCC(c1ccco1)N1CCCCC1)C2=O (configuration not stated)	-1.2%	-16.6%	-3.1%	-27.3%	.	4.9%	-11.4%	4.6%	-1.6%
O=C(COC(=O)c1ccc(F)cc1F)Nc1cccnc1Cl	-0.8%	-17.3%	0.9%	-2.7%	2.5%	6.7%	200.0%[activator]	-0.2%	18.9%
CCn1c(SCC(=O)N2CCc3ccccc32)nc2c(c1=O)SC(C)C2 (configuration not stated)	5.5%	-7.7%	-1.2%	3.3%	-0.4%	-7.6%[57.1 µM]	.	8.3%	-8.9%[57.1 µM]
C=Cc1ccc(Cn2nc(-c3ccc(C)cc3)ccc2=O)cc1	0.3%&5.7%	?	3.8%&-0.1%	-16.3%&10.1%	-16.3%&-7.7%	1.7%&-1.8%	?	4.8%&5.9%	7.5%&21.5%
OC(COCC(F)(F)C(F)(F)C(F)(F)C(F)F)Cn1c2ccccc2c2ccccc21 (configuration not stated)	-20.2%	-17.7%	0.5%	-11.1%	4.9%	-10.6%	-4.7%	9.5%	8.9%
O=C(CSc1nnc(-c2ccncc2)n1-c1ccc(F)cc1)NNC(=O)c1cccc(O)c1	-0.5%	-5.6%	-0.3%	37.4%[activator]	-6.6%	16.6%	-18.4%	3.8%	24.3%
COc1ccc(CCNC(=O)CSc2ccc3ccccc3c2)cc1OC	5.8%	-16.7%	?	-40.4%	-13.1%	-4.0%	?	12.1%	-6.5%
O=C(NNc1ccccc1C(F)(F)F)c1sccc1Br	-8.3%	-9.2%	-0.7%	-6.1%	5.6%	-7.7%	39.8µM*	3.7%	0.7%
COc1cccc(C(C)=C2SC(=S)NC2=O)c1	0.1%	-16.3%	.	?	-11.1%	4.4%[57.1 µM]	?	-0.4%	-2.3%[11.4 µM]
CC1CCN(S(=O)(=O)c2ccc(S(=O)(=O)NCC(=O)C(C)(C)C)cc2)CC1	-2.7%	-6.1%	0.5%	12.7%	-11.5%	5.0%[57.1 µM]	-4.9%	2.8%	-13.3%[2.29 µM]
O=C(CSc1nnc(Cc2ccsc2)o1)c1ccccc1	-11.3%	-0.5%	4.1%	6.3%	?	-5.2%	0.0%	4.7%	0.5%[11.4 µM]
CCN(CC)S(=O)(=O)c1cc(C(=O)OCC(=O)Nc2cccc(C)c2C)ccc1F	1.6%	-3.7%	0.8%	-4.0%	-25.7%	-14.4%	-19.4%	3.3%	-7.9%
O=c1c2ccccc2nc2n1C(CSCc1ccccc1)CS2 (configuration not stated)	1.1%	-2.4%	-0.7%	14.2%	0.1%	-8.6%	11.8%	-2.4%	0.0%[57.1 µM]
CCC(=O)Nc1c(C(=O)Nc2cccc(OC)c2)oc2ccccc12	0.1%	-7.8%	-2.7%	-29.6%	1.4%	33.3%	-13.6%	0.7%	8.2%
O=C(Nc1cccc(F)c1)NC1(C(=O)NCC2CCCO2)CCCCC1 (configuration not stated)	5.0%	-15.7%	-1.5%	-0.4%	?	2.4%	2.5%	-11.0%	14.3%
CCc1ccc(N2C(=O)CC(c3cc(OC)ccc3OC)C3=C2COC3=O)cc1 (configuration not stated)	-1.5%	-28.0%	2.2%	11.5%	-5.9%	-0.9%	-23.0%	10.5%	11.1%[11.4 µM]

Structural class: the entries above containing bromine.
SMILES	Vif-A3G inh	USP1 inh	RXFP1 ag	RGS4 inh	Vif-A3F inh	TrxR1 substrate	12-LOX inh	IDH1 R132H inh	rTrxR1 inhibitor
Nc1nnnn1/N=C/c1cc(Br)ccc1O	0.7%	-1.9%	.	7.7%	-5.4%	-5.6%	221.3%[activator]	8.3%	30.4%[57.1 µM]
O=C(NNc1ccccc1C(F)(F)F)c1sccc1Br	-8.3%	-9.2%	-0.7%	-6.1%	5.6%	-7.7%	39.8µM*	3.7%	0.7%

(listing goes on)
SMILES	Vif-A3G inh	USP1 inh	RXFP1 ag	RGS4 inh	Vif-A3F inh	TrxR1 substrate	12-LOX inh	IDH1 R132H inh	rTrxR1 inhibitor
Cc1ccc(S(=O)(=O)CNC(=S)c2cccc(Cl)c2)cc1	0.1%	?	-1.8%	-48.1%	-9.4%	4.5%	10µM*	8.3%	14.1µM*
COc1ccc(NS(=O)(=O)c2cc(NC(=O)c3ccc(F)cc3)ccc2OC)cc1	-0.3%	-23.7%	2.1%	-12.4%	-0.6%	6.7%[57.1 µM]	-8.3%	-2.3%	8.6%[57.1 µM]
N#Cc1c(NC(=O)CS(=O)(=O)c2ccc(Cl)cc2)sc2c1CCCCC2	-0.9%	-9.0%	1.1%	7.4%	-3.8%	-2.9%[57.1 µM]	-13.1%	-7.5%	10.2%[57.1 µM]
O=C(/C=C/c1ccc2c(c1)OCCO2)c1ccc(O)cc1	-8.6%	-12.0%	1.8%	6.5%	12.7%	-9.8%	?	-4.4%	-13.4%
COc1ccc(CCNC(=O)c2nnn(CC(=O)Nc3cccc(F)c3)c2N)cc1OC	-4.6%	?	-0.2%	-14.8%	0.2%	5.6%[57.1 µM]	-18.1%	-5.4%	6.8%[57.1 µM]
CCOC(=O)CC1COCCN1C(=O)c1cc(COc2ccc(F)c(F)c2)on1 (configuration not stated)	-10.8%	-27.7%	-0.5%	14.0%	8.1%	-1.9%	7.7%	-2.2%	3.5%
O=C(CSc1nc2ccccc2s1)N1CCN(C(=O)c2ccco2)CC1	2.4%	-10.7%	-1.1%	-22.8%	2.4%	-1.7%	-23.9%	3.5%	-4.4%
CCOC(=O)c1c(C)[nH]c(C)c1S(=O)(=O)N(C)CC(=O)Nc1ccc(C)cc1C	0.7%	-21.5%	1.0%	12.8%	5.0%	2.7%[57.1 µM]	11.6%&-17.5%	-0.6%	18.9%[57.1 µM]
O=c1[nH]c(/C=C/c2ccccc2)c([N+](=O)[O-])c(=O)[nH]1	2.0%	-34.0%	-0.9%	-47.7%	0.0%	-9.7%	-4.6%	-22.6%	-5.2%[57.1 µM]
CCCCCCc1nnc(N)s1	-6.1%	0.1%	-0.5%	24.2%	4.2%	-1.9%	4.8%	-5.3%	11.8%
Cc1cccc(NC(=O)C2CCC(CNS(=O)(=O)c3csc(C(N)=O)c3)CC2)c1C (configuration not stated)	0.9%	?	0.5%	10.8%	6.0%	-33.8%[57.1 µM]	-30.5%	8.8%	-3.8%[57.1 µM]
COCc1cc(C)nc(OCC(=O)N/N=C/c2ccc(-c3cc([N+](=O)[O-])ccc3C)o2)c1C#N	-0.1%	-6.7%	0.0%	26.5%	-4.0%	-11.2%	0.0%	4.3%	-3.2%

Among those listed so far, 3 contain a cyano group.
SMILES	Vif-A3G inh	USP1 inh	RXFP1 ag	RGS4 inh	Vif-A3F inh	TrxR1 substrate	12-LOX inh	IDH1 R132H inh	rTrxR1 inhibitor
Cc1c(-c2ccc(F)cc2)nc(N)c(C#N)c1-c1ccco1	-8.4%	-17.6%	6.6%	-31.5%	-12.2%	12.3%	-43.8%	4.7%	?
N#Cc1c(NC(=O)CS(=O)(=O)c2ccc(Cl)cc2)sc2c1CCCCC2	-0.9%	-9.0%	1.1%	7.4%	-3.8%	-2.9%[57.1 µM]	-13.1%	-7.5%	10.2%[57.1 µM]
COCc1cc(C)nc(OCC(=O)N/N=C/c2ccc(-c3cc([N+](=O)[O-])ccc3C)o2)c1C#N	-0.1%	-6.7%	0.0%	26.5%	-4.0%	-11.2%	0.0%	4.3%	-3.2%

High-throughput results from PubChem BioAssay.

The list is partial; the hit share may differ from the screen's.
